Bioassay records from PubChem BioAssay.
hcGAS lum – inhibitors of human cGAS; Q8N884; recombinant h-cGAS, ATP depletion, Kinase-Glo luminescence; inhibition, % at 12.5 µM; actives 0.081% (n = 290,000); AID 1259398;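 further: 0% = vehicle reaction and 100% = reaction without DNA for no activity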
Target sequence (Q8N884 whole entry, looked up): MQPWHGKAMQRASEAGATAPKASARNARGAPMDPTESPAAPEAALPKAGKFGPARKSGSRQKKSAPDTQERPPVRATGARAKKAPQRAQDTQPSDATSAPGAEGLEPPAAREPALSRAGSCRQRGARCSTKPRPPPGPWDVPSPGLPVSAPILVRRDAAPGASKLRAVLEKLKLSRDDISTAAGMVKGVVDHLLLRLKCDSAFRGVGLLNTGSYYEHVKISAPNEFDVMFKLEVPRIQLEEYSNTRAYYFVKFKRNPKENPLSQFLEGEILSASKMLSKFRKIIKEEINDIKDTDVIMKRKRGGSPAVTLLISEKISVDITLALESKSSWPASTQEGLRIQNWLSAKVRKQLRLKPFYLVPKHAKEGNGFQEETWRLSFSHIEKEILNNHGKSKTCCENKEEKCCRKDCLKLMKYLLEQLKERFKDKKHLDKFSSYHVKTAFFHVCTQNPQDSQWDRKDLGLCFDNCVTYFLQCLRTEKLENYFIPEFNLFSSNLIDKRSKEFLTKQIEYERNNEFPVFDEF
mcGAS inh – inhibitors of mouse cGAS; actives 0.15% (n = 160,000); inhibition, % at 12.5 µM; recombinant cGAS, Kinase-Glo ATP depletion luminescence; AID 1259399;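 further: 0% = negative control wells and 100% = reference inhibitor with no enzyme activity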
NPYLR7 ag – mosquito NPYLR7 agonism | activation, % at 10 µM | actives 0.15% (n = 270,000) | HEK293T NPYLR7/Galpha15, GCaMP6s calcium fluorescence; in the data active means activation above about 40%;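 further: 0% = vehicle and 100% = reference agonist at the receptor; some compounds past the cut are filed as inactive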
* hit, by the source's call; x = not tested or not shown. Unless noted, no stated cut-off is given here; in the data, active means inhibition above about 40%; inactive means the rest.

1	Cc1cc(C)c2oc(-c3ccc(NC(=O)c4cc(I)ccc4Br)cc3)nc2c1
2	OCc1ccc(-c2nccn2CCSc2cn[nH]n2)o1
3	COc1ccc(C2CCCN2CC(=O)NCc2ccc(C)c(F)c2)cc1 (stereo not given)
4	CC1=CC(=O)CC(C)(C)C1(O)/C=C/C(C)=C/C(=O)O (stereo not given)
5	Cc1ccc2nc(-c3ccc(C)c(N)c3)oc2c1
6	CCOc1ccccc1NC(=O)N(CCCOC)CC(=O)N(CCc1c[nH]c2ccccc12)Cc1ccc(F)cc1
assay / entry	1	2	3	4	5	6
hcGAS lum	-5	6	-6	1	-11	-2
mcGAS inh	-6	x	-8	-3	x	-4
NPYLR7 ag	7	-3	-1	2	1	15

7	CN(C)CCn1cc(NCc2c(Cl)cccc2Cl)cn1
8	COc1ccc(C2=NN(C(=O)c3ccc(Br)cc3)C(c3ccc(OC)cc3)C2)cc1 (stereo not given)
9	Cc1cc(CNc2c(C#N)c(=O)n(C)c(=O)n2C)ccc1N(C)C
10	Cn1c(SCC(=O)Nc2cc(C(C)(C)C)no2)nnc1C1CC1
11	CC1(C)C2CCC1(CS(=O)(=O)N(CC(=O)N(CCc1c[nH]c3ccccc13)Cc1ccccc1)C1CC1)C(=O)C2 (stereo not given)
12	O=C(c1cc(-c2ccccc2)nc2ccccc12)N1CCc2ccccc2C1
assay / entry	7	8	9	10	11	12
hcGAS lum	-15	-1	-4	-8	-3	-1
mcGAS inh	x	-8	x	x	-9	-5
NPYLR7 ag	7	-3	-5	3	x	-8

13	C=CCN1C(=O)c2ccccc2C1(O)Cc1ccccc1 (stereo not given)
14	Cn1c2ccc(I)cc2c2cc(C(=O)C(F)(F)F)ccc21
15	O=C(c1cc2n(n1)CCNC2)N(Cc1ccccn1)Cc1ccco1
16	O=c1c2cnc3nc(-c4ccccc4)nn3c2ccn1CCc1cnc[nH]1
17	Cn1cnnc1SCc1cc(=O)c(OC(=O)c2ccc(Cl)cc2)co1
18	C=CCNC(=O)c1cccc(S(=O)(=O)N2CCSC2)c1
assay / entry	13	14	15	16	17	18
hcGAS lum	-8	1	-4	1	-4	-6
mcGAS inh	x	x	-13	x	-3	x
NPYLR7 ag	0	-16	10	-3	-1	3

19	Cc1c(C(=O)NCc2ccc3c(c2)OCCO3)sc(=O)n1CCc1ccccc1
20	C=CCc1cc(C)cc(C)c1OCCOCCN1CCN(C)CC1
21	O=c1nc(SCCC2OCCO2)nc2ccccn12
22	O=C(Cc1cccs1)Oc1ccccc1NC1=NS(=O)(=O)c2ccccc21
23	Cc1ccc(OCCSc2nc3ccccc3n2CC(=O)O)c(C(C)C)c1
24	CCCCc1ccc(-c2ccc(-n3cncc3C(=O)NC(C)COC)cc2)cc1 (stereo not given)
assay / entry	19	20	21	22	23	24
hcGAS lum	-6	0	-12	-2	3	-9
mcGAS inh	x	x	-8	-5	2	-8
NPYLR7 ag	2	-9	1	0	-18	2

25	O=C(CCc1ccccc1Cl)N1CCC2(CCCN(CCc3ccccc3)C2)C1 (stereo not given)
26	C=CCn1c(=NC(=O)c2cc(OC)c(OC)c(OC)c2)sc2cccc(C)c21
27	CCOC(=O)c1[nH]ncc1CN(C)CC1CCN(Cc2ccc(C)o2)CC1
28	O=C1OCCC1Sc1nnc2c(Cl)cc(Cl)cn12 (stereo not given)
29	Cc1cnn(CCNCc2ccc(N3CCCCC3)cc2)c1
30	Cn1c(C(=O)NCCSC23CC4CC(CC(C4)C2)C3)cc(=O)n(C)c1=O
assay / entry	25	26	27	28	29	30
hcGAS lum	-10	-6	-8	-6	-6	-7
mcGAS inh	-10	-7	x	-15	x	-4
NPYLR7 ag	14	-1	8	12	2	x

31	CN1CC(=O)N(CC(=O)N2CCOCC2)C1=O
32	CC(C)(C)CC(=O)N1CCC2(CC1)OCC(C(=O)NC1CC1)N2C(=O)c1ccc(F)cc1 (stereo not given)
33	COCCn1c(=O)c2c(nc3n2CCN3c2ccccc2C)n(C)c1=O
34	COCC1CCN(c2nc3nonc3nc2N2CCSCC2)C1 (stereo not given)
35	CCC(C)NC(=O)c1cc(-c2ccc(F)cc2)nc2cc(C(C)(C)C)nn12 (stereo not given)
36	O=C(c1cnc(-c2ccccc2)s1)N1CCCC1Cc1ccccc1 (stereo not given)
assay / entry	31	32	33	34	35	36
hcGAS lum	-3	0	-11	7	-7	-12
mcGAS inh	x	-4	x	x	-6	x
NPYLR7 ag	-9	1	-5	-5	-3	4

37	CCN(CC)C(=O)[C@@H]1C[C@@H](n2cc(-c3ccccn3)nn2)CN1
38	Cc1nc(-c2cccc(F)c2)nc(N2CCN(C(=O)c3ccco3)CC2)c1Cc1ccccc1
39	CN(C(=O)CSc1nnc(-c2cccs2)n1C1CC1)C1CCS(=O)(=O)C1 (stereo not given)
40	CC1(C)CC2=NN(c3ccccc3)P(=O)(Nc3ccccc3[N+](=O)[O-])C2=C(N2CCCCC2)C1 (stereo not given)
41	CCOC(=O)C1(C)CCCN1C(=O)c1ccc(F)cc1Cl (stereo not given)
42	CCc1ccccc1OC1CN(S(=O)(=O)NCc2ccccc2)C1
assay / entry	37	38	39	40	41	42
hcGAS lum	-4	-7	3	-2	-12	-5
mcGAS inh	-16	-6	-2	x	x	x
NPYLR7 ag	5	x	-4	2	-3	4

43	CCOc1c(C)cc(COC(=O)CC2CCCO2)cc1C (stereo not given)
44	COc1ccccc1CCNC(=O)CC1CSc2nccc(=O)n21 (stereo not given)
45	COC[C@@H]1CCCN1c1nc(N)nc2nc[nH]c12
46	CC1=NN(c2ccc(C)cc2)C(O)C1 (stereo not given)
47	Cc1ccc(Nc2nc(N3CC(C)OC(C)C3)nc3nccnc23)cc1Cl (stereo not given)
48	C=CCN(Cc1ccco1)C(=O)c1sc(C(C)C)nc1C
assay / entry	43	44	45	46	47	48
hcGAS lum	-5	-4	-1	-2	0	-2
mcGAS inh	x	x	x	x	x	-9
NPYLR7 ag	-2	-1	8	0	3	29

49	CC(Cn1cnc2ccccc2c1=O)NCc1nc2ccc(Cl)cc2[nH]1 (stereo not given)
50	Cc1cc(NC(=O)Cn2nc(C(=O)N3CCOCC3)cc2C)c2ccccc2n1
51	COc1ccccc1CNC(=O)CSc1nccn2nc(-c3cccc4ccccc34)cc12
52	Cc1cc(C(=O)NC(C)(C)C)nc2cc(-c3ccccc3)nn12
53	Cc1cc(C)c2cc3c(cc2n1)CCN3CC(O)CO (stereo not given)
54	CC(Nc1ccc(NC(=O)C2CC2)cc1)C(=O)Nc1ccc(F)cc1F (stereo not given)
assay / entry	49	50	51	52	53	54
hcGAS lum	0	-9	-1	-1	-3	-8
mcGAS inh	x	x	0	1	x	x
NPYLR7 ag	1	1	-3	-13	188*	6

55	CC(C)c1c(C(=O)OCC(=O)NC2CCCCC2)cnc2ncnn12
56	CC1CCN(C(=O)C(C)Nc2ccc3c(c2)OCO3)CC1 (stereo not given)
57	O=C(Nc1ccc(-n2nccn2)cc1)c1ccc(O)c(Cl)c1
58	CN1C(=O)C2(CCN(c3ncc(F)cn3)CC2)c2ccccc21
59	O=C(CCc1nnc(CCc2c[nH]c3ccccc23)o1)NC1CCCc2ccccc21 (stereo not given)
60	O=C(NCc1ccccc1)N1CCN2C[C@@H](CO)[C@H](c3ccccc3)[C@H]2C1
assay / entry	55	56	57	58	59	60
hcGAS lum	-2	-5	-8	-8	-6	-5
mcGAS inh	x	x	x	x	-11	1
NPYLR7 ag	1	3	4	22	0	5

Exported with bars between the fields: 19 of the compounds above.
entry | molecule | hcGAS lum | mcGAS inh | NPYLR7 ag
40 | CC1(C)CC2=NN(c3ccccc3)P(=O)(Nc3ccccc3[N+](=O)[O-])C2=C(N2CCCCC2)C1 (stereo not given) | -2 | x | 2
41 | CCOC(=O)C1(C)CCCN1C(=O)c1ccc(F)cc1Cl (stereo not given) | -12 | x | -3
42 | CCc1ccccc1OC1CN(S(=O)(=O)NCc2ccccc2)C1 | -5 | x | 4
43 | CCOc1c(C)cc(COC(=O)CC2CCCO2)cc1C (stereo not given) | -5 | x | -2
44 | COc1ccccc1CCNC(=O)CC1CSc2nccc(=O)n21 (stereo not given) | -4 | x | -1
45 | COC[C@@H]1CCCN1c1nc(N)nc2nc[nH]c12 | -1 | x | 8
46 | CC1=NN(c2ccc(C)cc2)C(O)C1 (stereo not given) | -2 | x | 0
47 | Cc1ccc(Nc2nc(N3CC(C)OC(C)C3)nc3nccnc23)cc1Cl (stereo not given) | 0 | x | 3
48 | C=CCN(Cc1ccco1)C(=O)c1sc(C(C)C)nc1C | -2 | -9 | 29
49 | CC(Cn1cnc2ccccc2c1=O)NCc1nc2ccc(Cl)cc2[nH]1 (stereo not given) | 0 | x | 1
50 | Cc1cc(NC(=O)Cn2nc(C(=O)N3CCOCC3)cc2C)c2ccccc2n1 | -9 | x | 1
51 | COc1ccccc1CNC(=O)CSc1nccn2nc(-c3cccc4ccccc34)cc12 | -1 | 0 | -3
52 | Cc1cc(C(=O)NC(C)(C)C)nc2cc(-c3ccccc3)nn12 | -1 | 1 | -13
53 | Cc1cc(C)c2cc3c(cc2n1)CCN3CC(O)CO (stereo not given) | -3 | x | 188*
54 | CC(Nc1ccc(NC(=O)C2CC2)cc1)C(=O)Nc1ccc(F)cc1F (stereo not given) | -8 | x | 6
55 | CC(C)c1c(C(=O)OCC(=O)NC2CCCCC2)cnc2ncnn12 | -2 | x | 1
56 | CC1CCN(C(=O)C(C)Nc2ccc3c(c2)OCO3)CC1 (stereo not given) | -5 | x | 3
57 | O=C(Nc1ccc(-n2nccn2)cc1)c1ccc(O)c(Cl)c1 | -8 | x | 4
58 | CN1C(=O)C2(CCN(c3ncc(F)cn3)CC2)c2ccccc21 | -8 | x | 22

(next part)
61	CCOC(=O)CCCn1nc(CC)n2c(cc3occc32)c1=O
62	O=C(CN1C(=O)c2ccccc2S1(=O)=O)Nc1ccc(I)cc1
63	CC(C)(C)c1cc(CN2CCc3[nH]cnc3C2c2ccccn2)[nH]n1 (stereo not given)
64	CNC(=S)NC(N=C(OC)c1ccc(C)cc1)C(Cl)(Cl)Cl (stereo not given)
65	CCn1ccnc1CN1CCCC1C(=O)Nc1ccc(-n2ccnc2C)cc1 (stereo not given)
66	Cc1ccccc1-n1c(SCc2ccc(C(=O)NCc3ccncc3)cc2)nnc1-c1ccccc1Cl
assay / entry	61	62	63	64	65	66
hcGAS lum	-1	-5	-9	1	-8	-1
mcGAS inh	-2	x	-12	-5	x	-4
NPYLR7 ag	-2	-6	x	-8	5	4

67	CC(C)c1ccc(C2C(C(=O)c3ccco3)=C(O)C(=O)N2CCCN(C)C)cc1 (stereo not given)
68	CN(C)CCNC(=O)c1cc2c(s1)CSC2
69	CCOC(=O)C1(Cc2cccc(OC)c2)CCN(Cc2ccn[nH]2)CC1
70	Cc1ccc(C)c(S(=O)(=O)N2CCN(C(=O)CCl)CC2)c1
71	CC12CCC3c4ccc(O)cc4CCC3C1C[C@H](O)[C@@H]2O (stereo not given in full)
72	Cn1nc(C(C)(C)C)cc1NC(=O)c1ccc(C(F)(F)F)cc1
assay / entry	67	68	69	70	71	72
hcGAS lum	-3	-8	-4	-3	-5	0
mcGAS inh	-7	-4	-3	31	x	0
NPYLR7 ag	5	6	1	-3	-5	-1

73	O=C(NC1CC1)C1CCCN(S(=O)(=O)N2CCOCC2)C1 (stereo not given)
74	CCN(CC)c1nc2ccccc2n(C(C)C(=O)Nc2ccc3c(c2)CCC3)c1=O (stereo not given)
75	CC(=O)Nc1nc2c(Oc3cc(-c4ccc(C(F)(F)F)cc4)ncn3)cccc2s1
76	O=C(C1CCNCC1)N1CCCCC1
77	COc1c(Cl)cccc1NCc1csc(C)n1
78	Cc1noc(C)c1CCC(=O)Nc1ccn(C(C)(C)C)n1
assay / entry	73	74	75	76	77	78
hcGAS lum	-6	-2	-1	-5	0	5
mcGAS inh	x	x	-3	x	-4	x
NPYLR7 ag	2	11	-5	14	5	-24

79	CCOc1ccccc1N1C(=O)CSC1c1ccc(NC(=O)c2ccc(Br)cc2)cc1 (stereo not given)
80	CCNc1ncnc2sc3c(c12)CCCC3
81	CC1CN2C(=O)CN(C(=O)c3cccc(C(F)(F)F)c3)CC2c2ccccc21 (stereo not given)
82	CCOC(=O)c1nc2ccccc2nc1N1CCN(C(=O)COCCOC)CC1
83	CC1CCCN(S(=O)(=O)N2CCC(c3ccn[nH]3)CC2)C1 (stereo not given)
84	CC(=O)Nc1ccc(NC(=O)C(C)n2c(C)cc(C)nc2=O)cc1 (stereo not given)
assay / entry	79	80	81	82	83	84
hcGAS lum	-9	-6	-10	1	-15	-3
mcGAS inh	-4	x	-7	-1	-7	-7
NPYLR7 ag	2	3	0	6	-2	2

85	Cn1nc(C2CCN(c3ncc(F)cn3)CC2)n(Cc2ccccc2)c1=O
86	CC(=O)Nc1ccc(-c2ccccc2CN2CCNCC2)cc1
87	CCc1ccc2oc(=O)cc(CN(C)C(C)c3ccncn3)c2c1 (stereo not given)
88	Cc1cc(C)c(S(=O)(=O)NC(Cc2ccccc2)C(=O)Nc2nnc(-c3ccc4c(c3)OCO4)s2)c(C)c1 (stereo not given)
assay / entry	85	86	87	88
hcGAS lum	-3	-6	-7	4
mcGAS inh	-17	-10	x	-2
NPYLR7 ag	0	27	1	-3
